hERG WT inh = inhibitors of human wildtype KCNH2 potassium channel; U2OS, BacMam KCNH2, thallium flux FluxOr; hits give low values; activity change, % at 1.84 µM; 340,000 compounds, 0.37% hits; AID 720551;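 active = maximum activity change below -70%; inconclusive = maximum activity change between -70% and -50%; inactive = maximum activity change above -50%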; note: % is set by controls: 0 for no effect and ±100 for the full control effect
Target sequence (Q12809 whole entry, looked up): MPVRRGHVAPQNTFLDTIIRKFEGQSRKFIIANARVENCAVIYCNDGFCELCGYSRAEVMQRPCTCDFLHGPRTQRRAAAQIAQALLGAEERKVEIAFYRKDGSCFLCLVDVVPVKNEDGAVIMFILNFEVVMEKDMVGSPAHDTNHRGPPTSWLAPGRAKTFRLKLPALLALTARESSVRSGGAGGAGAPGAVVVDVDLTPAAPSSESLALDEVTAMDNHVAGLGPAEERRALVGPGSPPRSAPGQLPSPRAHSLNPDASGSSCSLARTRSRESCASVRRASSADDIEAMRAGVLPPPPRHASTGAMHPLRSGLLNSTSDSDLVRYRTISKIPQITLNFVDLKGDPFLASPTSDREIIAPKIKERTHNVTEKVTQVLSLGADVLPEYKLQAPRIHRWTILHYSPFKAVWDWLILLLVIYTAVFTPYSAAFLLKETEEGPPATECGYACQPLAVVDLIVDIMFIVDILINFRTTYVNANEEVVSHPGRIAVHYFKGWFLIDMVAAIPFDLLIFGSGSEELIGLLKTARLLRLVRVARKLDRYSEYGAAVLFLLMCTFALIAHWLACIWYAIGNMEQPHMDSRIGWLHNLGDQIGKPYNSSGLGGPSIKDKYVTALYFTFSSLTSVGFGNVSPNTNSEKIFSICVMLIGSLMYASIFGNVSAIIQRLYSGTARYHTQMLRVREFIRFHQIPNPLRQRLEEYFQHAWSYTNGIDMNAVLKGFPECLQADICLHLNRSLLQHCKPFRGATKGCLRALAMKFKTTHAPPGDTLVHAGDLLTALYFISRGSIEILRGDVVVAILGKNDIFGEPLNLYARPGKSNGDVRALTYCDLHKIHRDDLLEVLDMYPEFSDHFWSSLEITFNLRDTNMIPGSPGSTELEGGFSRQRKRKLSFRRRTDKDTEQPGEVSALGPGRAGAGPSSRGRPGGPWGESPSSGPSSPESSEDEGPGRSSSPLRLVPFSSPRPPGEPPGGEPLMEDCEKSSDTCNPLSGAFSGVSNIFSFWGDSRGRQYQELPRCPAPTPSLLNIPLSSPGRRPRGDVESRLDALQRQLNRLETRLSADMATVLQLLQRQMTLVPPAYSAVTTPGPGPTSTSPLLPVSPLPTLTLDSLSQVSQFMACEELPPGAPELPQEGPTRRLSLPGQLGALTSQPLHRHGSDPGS
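U2OS cells were transduced with wild-type KCNH2 virus (2.03 x 10^8 / mL) for 4 h at room temperature, then cultured overnight at 37 C. Thallium flux was read with FluxOr dye. Rate constants were normalized to DMSO controls.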
GALK inhibitor = inhibitors of human galactokinase; AID 1868; 270,000 compounds, 0.007% hits; Purified GALK, Kinase-Glo residual ATP luminescence; P51570; Potency, µM (series often up to 57.5 µM), for inactives: top-dose activity change, negative = inhibition, most hits filed as inhibitors; note: potency is the fitted concentration of half-maximal effect; % is set by controls: 0 for no effect and ±100 for the full control effect
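Kinase-Glo Plus luminescence measured ATP left after a 1 h room-temperature reaction. The reaction used 5 nM GALK, 100 uM galactose and 35 uM ATP at pH 8.0 (20 mM HEPES, 5 mM MgCl2, 60 mM NaCl, 1 mM DTT, 0.01% BSA).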
Chronic BCR inh = inhibitors of chronic active B-cell receptor signaling. ABC-DLBCL IkBa-CBG/CBR reporter, luminescence ratio, 4 h. Potency, µM (highest dose often 46.1 µM), inactives show at the highest dose ratio change, negative = lower green/red ratio, most hits filed as inhibitors. 340,000 compounds, 0.05% hits. AID 493014; active = well fitted inhibition curve with a large enough effect in the signal ratio, with a control signal flat, not every such curve was filed as active; inconclusive = small, poorly fitted or top-dose-only effect, or effect the other way, or a change in a side signal; the % refers to the signal ratio;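 note: potency is the fitted concentration of half-maximal effect; plate controls were basal doxycycline-induced cells for no effect and cells given 10 µM MG132 for full effect; MG132 reads +100%, hits lower the ratio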
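Cell line TMD8 (human ABC DLBCL), stably expressing tet-inducible CBG68-IkBa fusion and CBR; IMDM/0.5% FBS; cpd up to 46 uM; dox induction, 4 h, 37C/5% CO2; dual luminescence; green/red ratio; MG132 control.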
TSHR antagonist = human thyrotropin receptor antagonism; P16473; TSHR-expressing cells, TSH-stimulated cAMP HTRF, 2 h; hits give low values; activity change, negative = inhibition, % at 11.5 µM; 330,000 compounds, 0.2% hits;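 active = activity change below a set negative limit, meaning inhibition stronger than a set level, cut at about -70% in these data; inconclusive = activity change between two set negative limits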; note: % is set by controls: 0 for no effect and ±100 for the full control effect
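Cell-based HTRF cAMP assay; TSHR cells + compound, TSH EC80 (4nM final), 2 h, 37 deg C. Lysis with anti-cAMP cryptate and cAMP-d2, 30 min RT, read 665/620 nm.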
AT treatment = potential ataxia-telangiectasia treatments restoring KAP-1 phosphorylation | AID 485349 | Potency, µM (top dose mostly 57.5 µM), for the others: at the highest dose activation, hits mostly activators | 320,000 compounds, 0.19% hits | […] A-T fibroblasts, KAP-1 phosphorylation AlphaLISA; neocarzinostatin DNA damage 30 min before lysis; note: potency is the fitted concentration of half-maximal effect; % of control where 0% means no effect; nearly all actives have a fitted effect of over 45% in size
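ATM-like activity read as KAP-1 phosphorylation via AlphaLISA donor/acceptor antibody pairs after lysis and 6 hr at 25C. Cells were ATM-null patient fibroblasts ([…], hTERT), dosed 60 min, then exposed to the DSB inducer NCS for 30 min.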
Giardia kill = Giardia lamblia killing. Giardia lamblia trophozoite viability. activity change, % at 7.66 µM, hits read low. 340,000 compounds, 0.15% hits; in the data active = activity change below about -80%; inconclusive = between about -30% and that limit;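 note: parasites exposed to compound for two days anaerobically before the ATP read; % is set by controls: 0 for no effect and ±100 for the full control effect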
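Trophozoites 100 cells/well + cpd; 48 hrs, 37 deg C, anaerobic. ATPLite 1-Step added, 15-30 min RT, luminescence read (ATP-based viability).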
FBPA coupling cs = inhibits coupling enzyme system, counter-screen for aldolase hits. 290,000 compounds, 0.67% hits. activity change, negative = inhibition, % at 58.2 µM, hits read low. coupling enzyme system counterscreen, AmpLite Red fluorescence; in the data active = activity change below about -30%; note: % is set by controls: 0 for no effect and ±100 for the full control effect
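Coupling enzymes only (glyceraldehyde-3-phosphate) + compound, at 57.5 uM final, 10 min RT; add substrate/coupling/AmpLite Red mix, 20 min RT; fluorescence ex 525/em 598 nm. Actives flag coupling-system interference.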
MLL CXXC-DNA inh = MLL CXXC-DNA interaction inhibition; MLL-CXXC / FITC-HOXA9 DNA fluorescence polarization; 290,000 compounds, 0.037% hits; AID 2662; Potency, µM (highest dose often 115 µM), for the others: top-dose activity change, negative = inhibition, most hits filed as inhibitors; active = well fitted inhibition curve with a large enough effect in the polarisation, with a control signal flat, not every such curve was filed as active; inconclusive = small, poorly fitted or top-dose-only effect, or effect the other way, or a change in a side signal; inactive = no such curve, though single readings can be large or run the other way; the % refers to the polarisation; note: potency is the fitted concentration of half-maximal effect
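Fluorescence polarization: 7 uM MLL-CXXC (stock) preincubated 5 min with compounds, then 50 nM fluorescein-HOX-A9 DNA (stock) added; 30 min ambient. Buffer 50 mM Tris-HCl pH 7.5, 50 mM NaCl, 1 mM DTT, 0.05% BSA.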
TCR activator = activators of T cell receptors; primary human leukocytes, anti-CD3, IL-2 HTRF, 48 h; Potency, µM (highest dose often 9.22 µM), without a hit: at the top dose activation of IL-2 secretion, usual class: activators; 330,000 tested, under 10 active; note: % of control where 0% means no effect
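Using a-CD3 beads without co-stimulation, primary human leukocytes were exposed to compounds for 48 hr. An HTRF IL-2 kit measured the cytokine, with europium-to-d2 energy transfer producing emission at 665nm upon 320nm excitation.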
Tb PFK inh = T. brucei PFK enzyme inhibition. 330,000 compounds, 0.17% hits. Potency, µM (doses to about 57.5 µM), inactives show at the highest dose activity, negative = inhibition, hits mostly inhibitors. AID 485367. T. brucei PFK, ADP-Glo luminescence. O15648;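 note: potency is the fitted concentration of half-maximal effect; 0% = uninhibited 1x PFK enzyme wells and -100% = no-enzyme wells; nearly all actives have a fitted effect of over 60% in size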
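1.25 nM PFK with 0.5 mM F6P and 0.1 mM ATP in 0.1 M TEA pH 8.0, 5 mM MgCl2, incubated 45 min at room temperature; ADP measured by ADP-Glo luminescence; compounds titrated up to 57 uM.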
Active calls of the source: *; [ ] = another dose, or the depositor's remark. Unless noted, calls come from the whole dose curve; as a rule, active = well fitted curve in the direction sought with a large enough effect; inconclusive = small, poorly fitted or top-dose-only effect, or another doubt; inactive = no such curve, though single readings can be large; an effect the other way counts as inactive or inconclusive. Not a hit list; any-hit rate near 1.6%.

`CCCCCCCC(=O)Nc1cc(C(=O)NCCC)ccc1N1CCC2(CC1)CC(c1cccc(Br)c1)=NO2` gave hERG WT inh -46, Chronic BCR inh -3%, TSHR antagonist 4, AT treatment 19%, Giardia kill -20, TCR activator -3% and Tb PFK inh -7%.
Cc1cc(C(=O)N/N=C/c2cc(Br)ccc2OC(=O)c2ccccc2)n[nH]1 was read as hERG WT inh -3, GALK inhibitor -1%, Chronic BCR inh 10%, TSHR antagonist -2, AT treatment 12%, Giardia kill 19, FBPA coupling cs 2, MLL CXXC-DNA inh inconclusive, TCR activator 6% and Tb PFK inh -8%.
`COc1ccc(-n2nnnc2-c2cccnc2)cc1` gave hERG WT inh -2, GALK inhibitor -1%, Chronic BCR inh -11%, TSHR antagonist -5, AT treatment 0%, Giardia kill -8, FBPA coupling cs 2, MLL CXXC-DNA inh 1%, TCR activator -3% and Tb PFK inh 3%.
`COc1ccc2[nH]c(=O)c(CN(C(=O)NC3CCCCC3)C3CCCC3)cc2c1` gave hERG WT inh 25, GALK inhibitor 2%, Chronic BCR inh 0%, TSHR antagonist 0, AT treatment 8%, Giardia kill -11, FBPA coupling cs 3, MLL CXXC-DNA inh 1%, TCR activator 1% and Tb PFK inh 1%.
Screening COC(=O)C1=NN(C(C)=O)C2(CC(=O)N(c3cccc(C)c3)C2=O)C1 (stereo not drawn) returned hERG WT inh -3, GALK inhibitor -4%, Chronic BCR inh 3%, TSHR antagonist 4, AT treatment 9%, Giardia kill -23, FBPA coupling cs -9, MLL CXXC-DNA inh -4%, TCR activator -1%[46.1 µM] and Tb PFK inh -2%.
COc1ccc(CC(C)Nc2ccccc2F)cc1 (stereo not drawn) was read as hERG WT inh -2, GALK inhibitor 4%, Chronic BCR inh inconclusive, TSHR antagonist 3, AT treatment 14%, Giardia kill 24, FBPA coupling cs 4, MLL CXXC-DNA inh -9% and Tb PFK inh -1%.
For COc1cccc(C2C=C(c3ccc(Br)s3)Nc3ncnn32)c1OC (stereo not drawn) the results were hERG WT inh 3, GALK inhibitor 1%, Chronic BCR inh 2%, TSHR antagonist 8, AT treatment -7%, Giardia kill -4, FBPA coupling cs 4, MLL CXXC-DNA inh 10%, TCR activator 7% and Tb PFK inh 5%.
`CC1(C)C(=O)Nc2ccccc2N1C(=O)COC(=O)CSc1ccc(Cl)cc1` gave hERG WT inh -4, Chronic BCR inh inconclusive, TSHR antagonist -2, AT treatment 4%, Giardia kill 1, TCR activator -1% and Tb PFK inh -19%.
Screening Cc1nnsc1C(=O)NC1CCCc2c1cnn2-c1ccc(F)cc1F (stereo not drawn) returned hERG WT inh -4, GALK inhibitor -1%, Chronic BCR inh -1%, TSHR antagonist -32, AT treatment 1%, Giardia kill -24, MLL CXXC-DNA inh 41%[activator], TCR activator -3% and Tb PFK inh -2%.
For O=C(COC(=O)/C=C/c1cccs1)Nc1nc(-c2cccc(Br)c2)cs1 the results were hERG WT inh 2, GALK inhibitor -1%, Chronic BCR inh 11%, TSHR antagonist -5, AT treatment -32%, Giardia kill -26, FBPA coupling cs 6, MLL CXXC-DNA inh -27%, TCR activator 2% and Tb PFK inh -5%.
`Cc1ccc(Oc2ccccc2NC(=O)CSCC(=O)Nc2cc(C)on2)cc1` gave hERG WT inh -14, Chronic BCR inh 7%, AT treatment 1%, Giardia kill 2, TCR activator 2% and Tb PFK inh 0%.
Cc1ccc(Cc2nc(-c3ccncc3)no2)cc1 was read as hERG WT inh 0, GALK inhibitor 2%, Chronic BCR inh 0%, TSHR antagonist -3, AT treatment -2%, Giardia kill -10, FBPA coupling cs 5, MLL CXXC-DNA inh -7%, TCR activator 12% and Tb PFK inh 6%.
CC1CCN(Cc2nnnn2CCCC(=O)N(C)C(C)c2ccccn2)CC1 (stereo not drawn) was read as hERG WT inh 5, GALK inhibitor -6%, Chronic BCR inh 0%, TSHR antagonist 20, AT treatment 28%, Giardia kill 4, MLL CXXC-DNA inh 5%, TCR activator -2% and Tb PFK inh 0%.
`O=S(=O)(c1ccc(-c2n[nH]c(=S)o2)cc1)N1CCCCC1` gave hERG WT inh 5, GALK inhibitor 3%, Chronic BCR inh 9%, TSHR antagonist -8, AT treatment -12%, Giardia kill -26, FBPA coupling cs 17, MLL CXXC-DNA inh 9%, TCR activator 10% and Tb PFK inh 0%.
For CC1CCCCN1c1nc(-c2ccncc2)nc2ccccc12 (stereo not drawn) the results were hERG WT inh -8, GALK inhibitor 2%, Chronic BCR inh 6%, TSHR antagonist 42, AT treatment -6%, Giardia kill -8, FBPA coupling cs 1, MLL CXXC-DNA inh 13%, TCR activator 4% and Tb PFK inh -3%[0.46 µM].
`CN(CC(=O)Nc1ccccc1F)CC(=O)Nc1ccc(F)c(F)c1F` gave GALK inhibitor -2%, Chronic BCR inh -3%, TSHR antagonist 10, AT treatment 3%, Giardia kill -22, FBPA coupling cs 1, MLL CXXC-DNA inh 2%, TCR activator 0% and Tb PFK inh -4%.
For COc1ccc(CCNCC(O)COc2c(C)cccc2C)cc1OC (stereo not drawn) the results were hERG WT inh 23, GALK inhibitor -1%, Chronic BCR inh -9%, TSHR antagonist -3, AT treatment 14%, Giardia kill -10, FBPA coupling cs -2, MLL CXXC-DNA inh -2%, TCR activator -2% and Tb PFK inh 0%.
COc1ccc(NC(=O)c2cn(-c3ccccc3)nc2SC)cc1 was read as hERG WT inh 5, GALK inhibitor 3%, Chronic BCR inh inconclusive, TSHR antagonist -8, AT treatment 0%, Giardia kill -14, FBPA coupling cs -5, MLL CXXC-DNA inh 0%, TCR activator 0% and Tb PFK inh -5%.
For Cc1ccccc1-n1nc(C(=O)O)c(C)c(C#N)c1=O the results were hERG WT inh 7, GALK inhibitor 8%, Chronic BCR inh inconclusive, TSHR antagonist 0, AT treatment 8%, Giardia kill 3, FBPA coupling cs 1, MLL CXXC-DNA inh -9%, TCR activator 4% and Tb PFK inh -3%.
Screening C=CCn1c(Oc2ccccc2)nc2c1c(=O)n(C)c(=O)n2C returned hERG WT inh 17, GALK inhibitor -1%, Chronic BCR inh inconclusive, TSHR antagonist 7, AT treatment -2%, Giardia kill 8, FBPA coupling cs 10, MLL CXXC-DNA inh -1%, TCR activator 0% and Tb PFK inh -3%.
C=CCNc1nc(Nc2ccc(OC)cc2)nc(OCC)n1 was read as hERG WT inh -1, GALK inhibitor 0%, Chronic BCR inh inconclusive, TSHR antagonist -9, AT treatment -5%, Giardia kill -17, FBPA coupling cs 1, MLL CXXC-DNA inh 0% and Tb PFK inh 3%.
NC(=O)C1(c2ccccc2)CCCN1C(=O)c1ccccc1Br (stereo not drawn) was read as hERG WT inh 14, GALK inhibitor 1%, Chronic BCR inh 3%, TSHR antagonist -3, AT treatment 3%, Giardia kill 0, FBPA coupling cs 3, MLL CXXC-DNA inh -3%, TCR activator 1% and Tb PFK inh -5%.
Screening CSCCC(NC(=O)c1cccc(C)c1)C(=O)OCC(=O)NC(=O)c1cccn1C (stereo not drawn) returned hERG WT inh -2, GALK inhibitor 0%, Chronic BCR inh -13%, TSHR antagonist 1, AT treatment 4%, Giardia kill -4, FBPA coupling cs 0, MLL CXXC-DNA inh -4%, TCR activator -3%[46.1 µM] and Tb PFK inh 7%.
`Cc1cccc(NC(=O)COC(=O)c2cc3ccccc3oc2=O)c1` gave hERG WT inh 2, GALK inhibitor -1%, Chronic BCR inh 4%, TSHR antagonist -4, AT treatment 4%, Giardia kill -1, FBPA coupling cs 1, MLL CXXC-DNA inh 6%, TCR activator -4% and Tb PFK inh 0%.
CCC(C)(C(=O)NC1CCCC1)N(C)C(=O)Cc1c[nH]c2ccccc12 (stereo not drawn) was read as hERG WT inh -5, GALK inhibitor 1%, Chronic BCR inh 8%, TSHR antagonist 9, AT treatment -1%, Giardia kill -2, FBPA coupling cs 0, MLL CXXC-DNA inh 9%, TCR activator 1% and Tb PFK inh -5%.
For CC(=O)Nc1ccc(OCC(O)Cn2c(C)nc3ccccc32)cc1 (stereo not drawn) the results were hERG WT inh 7, GALK inhibitor 1%, Chronic BCR inh -8%, TSHR antagonist 14, Giardia kill -25, FBPA coupling cs 1, MLL CXXC-DNA inh -2%, TCR activator -111% and Tb PFK inh 0%.
Cc1ccc(-c2noc(CNC(=O)c3ccoc3C)n2)cc1 was read as hERG WT inh 6, GALK inhibitor -1%, Chronic BCR inh 4%, TSHR antagonist 4, AT treatment -7%, Giardia kill 41[activator], FBPA coupling cs 2, MLL CXXC-DNA inh -2%, TCR activator -1% and Tb PFK inh 1%.
`CC(C)(C)c1ccc(S(=O)(=O)N2C=CC(C(F)(F)F)=NCC2)cc1` gave hERG WT inh 24, GALK inhibitor 2%, Chronic BCR inh -8%, TSHR antagonist 5, AT treatment 0%, Giardia kill -12, FBPA coupling cs 0, MLL CXXC-DNA inh 10%, TCR activator -2% and Tb PFK inh -3%.
For O=C(NCCNc1ccc([N+](=O)[O-])cc1)c1ccc(Cl)cc1 the results were hERG WT inh -9, GALK inhibitor -1%, Chronic BCR inh 6%, TSHR antagonist -1, AT treatment 3%, Giardia kill 18, FBPA coupling cs -1, MLL CXXC-DNA inh 11%, TCR activator -7% and Tb PFK inh -5%.
